# Mtb BioA inh: M. tuberculosis BioA enzyme inhibitors, primary screen, biochemical, plate reader, single point, HTS | 7,8-diaminopelargonic acid synthase BioA (Mycobacterium tuberculosis) | purified M. tuberculosis BioA enzyme | inhibition, % at 9.99 µM | 360,000 compounds, 0.096% hits; in the data active = inhibition above about 40%
# Numbers without * were called inactive. An excerpt; count on the stated rates, not on these rows.
SMILES,Mtb BioA inh
COc1ccc(NC(=O)Nc2ccc3c(c2)C(=O)N([C@@H](C)CO)C[C@@H](C)[C@@H](CN(C)C(=O)Nc2ccccc2)O3)cc1,4.5
O=C(CCN1CCCCC1)NCC[C@H]1CC[C@H](NC(=O)Cc2cccnc2)[C@@H](CO)O1,-1.3
O=C(NCC[C@H]1CC[C@@H](NC(=O)C2CCCC2)[C@@H](CO)O1)c1ccc(F)cc1,-0.2
COCC(=O)NC[C@H]1[C@H](c2ccccc2)[C@@H](CO)N1C(C)=O,2.2
COc1ccc(NC(=O)N(C)C[C@@H]2Oc3ccc(NS(C)(=O)=O)cc3C(=O)N([C@@H](C)CO)C[C@H]2C)cc1,-2.4
C[C@@H]1CN([C@@H](C)CO)C(=O)c2cc(NC(=O)CCC(F)(F)F)ccc2O[C@@H]1CN(C)Cc1ccc2c(c1)OCO2,-0.8
C[C@H](CO)N1C[C@H](C)[C@@H](CN(C)C)Oc2cc(-c3ccc(C#N)cc3)ccc2S1(=O)=O,1.6
C[C@H](CO)N1C[C@H](C)[C@H](CN(C)Cc2ccc(C(F)(F)F)cc2)Oc2ccc(NC(=O)Cc3cn(C)c4ccccc34)cc2CC1=O,-2.9
O=C(C[C@@H]1C[C@H]2c3cc(NC(=O)c4ccc5c(c4)OCO5)ccc3O[C@H]2[C@@H](CO)O1)NCCN1CCCCC1,-1.2
O=C(C[C@@H]1CC[C@H]2[C@@H](COC[C@H](O)CN2C(=O)Nc2cc(Cl)cc(Cl)c2)O1)N1CCOCC1,-0.7
C[C@H](CO)N1C[C@H](C)[C@H](CN(C)C(=O)c2cccnc2)Oc2ncc(-c3ccc(F)cc3)cc2C1=O,3.5
O=C(C[C@@H]1CC[C@@H](NC(=O)C2CC2)[C@@H](CO)O1)Nc1ccccc1,-0.2
C/C=C/c1ccc2c(c1)O[C@H](CN(C)S(=O)(=O)c1ccccc1OC)[C@H](C)CN([C@@H](C)CO)S2(=O)=O,0.9
Cc1ccc(-c2ccc3c(c2)O[C@H](CN(C)C(=O)CN(C)C)[C@@H](C)CN([C@@H](C)CO)S3(=O)=O)cc1,-1.1
C[C@@H]1CCCCO[C@H](CN(C)C(=O)Nc2ccccc2)[C@H](C)CN([C@H](C)CO)C(=O)c2cc(NC(=O)CCC(F)(F)F)ccc2O1,3.1

# The closing 7 records of the section above are carried over, then new ones follow:
SMILES,Mtb BioA inh
O=C(C[C@@H]1C[C@H]2c3cc(NC(=O)c4ccc5c(c4)OCO5)ccc3O[C@H]2[C@@H](CO)O1)NCCN1CCCCC1,-1.2
O=C(C[C@@H]1CC[C@H]2[C@@H](COC[C@H](O)CN2C(=O)Nc2cc(Cl)cc(Cl)c2)O1)N1CCOCC1,-0.7
C[C@H](CO)N1C[C@H](C)[C@H](CN(C)C(=O)c2cccnc2)Oc2ncc(-c3ccc(F)cc3)cc2C1=O,3.5
O=C(C[C@@H]1CC[C@@H](NC(=O)C2CC2)[C@@H](CO)O1)Nc1ccccc1,-0.2
C/C=C/c1ccc2c(c1)O[C@H](CN(C)S(=O)(=O)c1ccccc1OC)[C@H](C)CN([C@@H](C)CO)S2(=O)=O,0.9
Cc1ccc(-c2ccc3c(c2)O[C@H](CN(C)C(=O)CN(C)C)[C@@H](C)CN([C@@H](C)CO)S3(=O)=O)cc1,-1.1
C[C@@H]1CCCCO[C@H](CN(C)C(=O)Nc2ccccc2)[C@H](C)CN([C@H](C)CO)C(=O)c2cc(NC(=O)CCC(F)(F)F)ccc2O1,3.1
O=C(c1ccccc1)N1C[C@H]2[C@@H](c3ccccc31)[C@@H](CO)N2Cc1cc(F)ccc1F,2.2
C[C@H](CO)N1C[C@H](C)[C@@H](CN(C)C(=O)Nc2ccc(F)cc2)OCCCC[C@H](C)Oc2ccc(NC(=O)C3CCCCC3)cc2C1=O,-0.4
COc1cccc(S(=O)(=O)N2CC[C@H]3[C@H](CO)Nc4ccc(-c5ccc(C#N)cc5)cc4[C@H]32)c1,-2.4
C[C@@H]1CN([C@@H](C)CO)C(=O)Cc2cc(NC(=O)Cc3ccccc3)ccc2O[C@@H]1CN(C)Cc1ccc(C(=O)O)cc1,-1.1
C[C@H](CO)N1C[C@H](C)[C@@H](CN(C)Cc2ccc(Oc3ccccc3)cc2)Oc2ccc(NC(=O)C3CCCCC3)cc2C1=O,-1.6
CO[C@H]1CN(C)C(=O)c2ccc(NC(=O)C3CC3)cc2OC[C@@H](C)N(Cc2ccc(F)cc2)C[C@H]1C,7.8
C[C@H]1CN([C@@H](C)CO)C(=O)Cc2cc(NS(=O)(=O)c3cccs3)ccc2O[C@@H]1CN(C)CC1CC1,-2.4
C[C@@H]1CN([C@H](C)CO)C(=O)c2cc(-c3cncnc3)cnc2O[C@H]1CN(C)C(=O)Cc1ccccc1,4.5
O=C(NCc1ccc(F)cc1)[C@H]1[C@H](CO)[C@H]2Cn3c(ccc(C4=CCCCC4)c3=O)[C@@H]1N2,-3.7
C[C@@H]1CN([C@@H](C)CO)C(=O)c2cc(NC(=O)CCCCCC(=O)Nc3ccccc3N)ccc2O[C@@H]1CN(C)C(=O)NC1CCCCC1,-0.8
Cc1ccc(S(=O)(=O)N(C)C[C@@H]2Oc3ccc(NC(=O)NC4CCCCC4)cc3C(=O)N([C@@H](C)CO)C[C@H]2C)cc1,0.5
CC(C)NC(=O)Nc1ccc2c(c1)C(=O)N([C@@H](C)CO)C[C@H](C)[C@H](CN(C)S(C)(=O)=O)O2,-1.1
CNC(=O)C[C@@H]1CC[C@@H]2[C@H](COc3ccc(NC(=O)c4cc(C)on4)cc3C(=O)N2C)O1,-2.0
CC(C)NC(=O)Nc1ccc2c(c1)CC(=O)N([C@@H](C)CO)C[C@@H](C)[C@H](CN(C)C(=O)Nc1ccc(F)cc1)O2,0.0
C[C@@H]1CN([C@@H](C)CO)S(=O)(=O)c2ccc(C#C[C@@H](C)O)cc2O[C@H]1CN(C)Cc1ccccn1,1.7
C[C@@H]1CN([C@H](C)CO)C(=O)c2cc(-c3ccccc3)cnc2O[C@@H]1CN(C)C(=O)C1CCCCC1,0.2
CN(C)CC(=O)Nc1ccc2c(c1)[C@H]1C[C@@H](CC(=O)NCc3ccccc3F)O[C@@H](CO)[C@H]1O2,-2.1
C[C@@H]1CN([C@H](C)CO)S(=O)(=O)c2ccc(-c3ccc(C(=O)N(C)C)cc3)cc2O[C@@H]1CN(C)C(=O)C1CCOCC1,0.0
CCCC#Cc1ccc2c(c1)O[C@@H](CN(C)C(=O)c1ccccc1F)[C@@H](C)CN([C@H](C)CO)S2(=O)=O,1.8
Cc1noc(C)c1NC(=O)Nc1ccc2c(c1)CC(=O)N([C@@H](C)CO)C[C@H](C)[C@@H](CN(C)C(=O)Nc1c(C)noc1C)O2,3.0
C[C@H]1CN([C@@H](C)CO)S(=O)(=O)c2ccc(C#Cc3cccnc3)cc2O[C@@H]1CN(C)C(=O)CN(C)C,-0.7
CN1C(=O)c2cc(NC(=O)c3cccc(F)c3)ccc2OC[C@@H]2O[C@H](CC(=O)NCc3ccccc3)CC[C@@H]21,-2.1
COc1ccccc1CNC(=O)C[C@H]1CC[C@@H]2[C@H](COc3ccc(NS(=O)(=O)c4ccc(C)cc4)cc3C(=O)N2C)O1,0.7
CC(C)NC(=O)N(C)C[C@H]1Oc2c(NC(=O)c3cnccn3)cccc2C(=O)N([C@H](C)CO)C[C@H]1C,-1.8
C/C=C/c1ccc2c(c1)O[C@H](CN(C)Cc1cccc(F)c1)[C@H](C)CN([C@H](C)CO)S2(=O)=O,-0.2
C[C@@H]1CCCCO[C@@H](CN(C)CC2CCCCC2)[C@@H](C)CN([C@@H](C)CO)C(=O)c2cc(NC(=O)CCC(F)(F)F)ccc2O1,2.0
O=C(NCC1CC1)[C@@H]1[C@@H](CO)[C@@H]2Cn3c(ccc(C4=CCCC4)c3=O)[C@H]1N2C(=O)C1CC1,-0.8
CN(C)C(=O)C[C@@H]1CC[C@H]2[C@@H](COc3ccc(NC(=O)c4ccc(F)cc4)cc3C(=O)N2C)O1,0.9
C[C@@H]1CN([C@H](C)CO)C(=O)c2cc(C#CC(C)(C)O)cnc2O[C@H]1CN(C)C(=O)C1CCC1,-3.5
O=C(Nc1cccc(F)c1)N1CCCCN2[C@H](CO)[C@H](c3ccc(-c4ccncc4)cc3)[C@@H]2C1,1.6

# Of the compounds above, 2 contain two or more sulfur atoms.
SMILES,Mtb BioA inh
C/C=C/c1ccc2c(c1)O[C@H](CN(C)S(=O)(=O)c1ccccc1OC)[C@H](C)CN([C@@H](C)CO)S2(=O)=O,0.9
C[C@H]1CN([C@@H](C)CO)C(=O)Cc2cc(NS(=O)(=O)c3cccs3)ccc2O[C@@H]1CN(C)CC1CC1,-2.4

# Later entries:
SMILES,Mtb BioA inh
O=C(N[C@@H]1CC[C@@H](CCNS(=O)(=O)c2ccccc2Cl)O[C@H]1CO)c1ccccc1,3.0
CC=Cc1ccc2n(c1=O)C[C@H]1[C@H](CO)[C@@H](C(=O)NCc3ccc4c(c3)OCO4)[C@@H]2N1C(=O)COC (mixture of isomers),-0.6
CCCN1[C@H](C(=O)NCC(F)(F)F)[C@@H](CO)[C@@H]2Cn3c(ccc(-c4ccccc4)c3=O)[C@@H]21,2.1
C[C@@H]1CN([C@@H](C)CO)C(=O)c2c(c3ccccc3n2C)-c2ccccc2CO[C@@H]1CN(C)Cc1ccc(C(=O)O)cc1,1.5
C[C@H](CO)N1C[C@H](C)[C@H](CN(C)S(=O)(=O)c2ccc(F)cc2)Oc2ccc(NC(=O)c3ccncc3)cc2C1=O,0.9
Cc1cccc(S(=O)(=O)N2C[C@@H](O)COC[C@@H]3O[C@@H](CC(=O)Nc4ccccc4)CC[C@H]32)c1,1.1
O=C(C[C@H]1CC[C@@H](NC(=O)CN2CCOCC2)[C@H](CO)O1)NCCc1ccncc1,-1.5
COc1cccc(NC(=O)Nc2ccc3c(c2)C(=O)N(C)[C@@H]2CC[C@@H](CC(=O)O)O[C@H]2CO3)c1,-6.2
O=S(=O)(c1ccccc1)N1CC[C@@H]2[C@H]1c1cc(-c3ccccc3F)ccc1N[C@@H]2CO,-1.0
O=C(CCN1CCCCC1)N[C@@H]1CC[C@@H](CCn2cc(-c3ccccc3)nn2)O[C@H]1CO,2.6
CC=Cc1ccc2n(c1=O)C[C@@H]1[C@@H](CO)[C@H](C(=O)NCC3CC3)N(Cc3cccnc3)[C@H]21 (mixture of isomers),-3.2
O=C(NCC[C@@H]1CC[C@@H](NC(=O)C2CCCCC2)[C@@H](CO)O1)c1cc(Cl)cc(Cl)c1,-1.0
C[C@@H]1CN([C@H](C)CO)C(=O)c2cc(NC(=O)C3CC3)ccc2O[C@@H]1CN(C)S(=O)(=O)c1cn(C)cn1,-2.9
CN1C(=O)c2cc(NC(=O)c3ccc(F)c(F)c3)ccc2OC[C@H]2O[C@H](CC(=O)O)CC[C@@H]21,1.0
C[C@H]1CN([C@@H](C)CO)C(=O)c2cc(NC(=O)CCN3CCOCC3)ccc2O[C@H]1CN(C)Cc1ccc(Cl)c(Cl)c1,0.5

# Filtered by structure: the entries above with a cyano group (2)
SMILES,Mtb BioA inh
C[C@H](CO)N1C[C@H](C)[C@@H](CN(C)C)Oc2cc(-c3ccc(C#N)cc3)ccc2S1(=O)=O,1.6
COc1cccc(S(=O)(=O)N2CC[C@H]3[C@H](CO)Nc4ccc(-c5ccc(C#N)cc5)cc4[C@H]32)c1,-2.4

# Later entries:
SMILES,Mtb BioA inh
COCc1cn(CC[C@H]2CC[C@@H](NC(=O)Nc3c(C)noc3C)[C@H](CO)O2)nn1,1.4
C[C@@H]1CN([C@H](C)CO)S(=O)(=O)c2ccc(C#C[C@@H](C)O)cc2O[C@@H]1CN(C)Cc1cncnc1,-0.9
Cc1noc(C)c1S(=O)(=O)N(C)C[C@H]1OCCCC[C@H](C)Oc2ccc(NC(=O)c3ccccc3)cc2C(=O)N([C@@H](C)CO)C[C@H]1C,0.4
CO[C@H]1CN(C)C(=O)c2ccc(NC(=O)C3CCOCC3)cc2OC[C@H](C)N(C(C)=O)C[C@H]1C,2.6
Cc1noc(C)c1NC(=O)N(C)C[C@@H]1OCCCC[C@@H](C)Oc2ccc(NS(C)(=O)=O)cc2C(=O)N([C@@H](C)CO)C[C@H]1C,-3.0
C[C@H](CO)N1C[C@H](C)[C@H](CN(C)C(=O)Nc2ccc3c(c2)OCO3)Oc2ccc(NS(=O)(=O)c3cccs3)cc2CC1=O,-2.8
C[C@@H]1CCCCO[C@@H](CN(C)Cc2ccc(Cl)c(Cl)c2)[C@@H](C)CN([C@H](C)CO)C(=O)c2cc(NS(=O)(=O)c3cn(C)cn3)ccc2O1,1.6
CO[C@H]1CN(C)C(=O)c2cc(NC(=O)c3ccc(-c4ccccc4)cc3)ccc2OC[C@@H](C)NC[C@H]1C,-0.3
C[C@H](CO)N1C[C@H](C)[C@@H](CN(C)C(=O)c2ccc(F)cc2)OCc2ccccc2-c2ccccc2C1=O,-2.5
C[C@@H]1CN([C@H](C)CO)C(=O)c2cc(NC(=O)NC3CCCCC3)ccc2O[C@@H](C)CCCCO[C@@H]1CN(C)C(=O)c1ccncc1,-2.8
C[C@@H]1CCCCO[C@@H](CN(C)C(=O)C2CCCCC2)[C@@H](C)CN([C@H](C)CO)C(=O)c2cc(NC(=O)CCC(F)(F)F)ccc2O1,2.6
C[C@H]1CN([C@@H](C)CO)C(=O)c2cc(C#CCN(C)C)cnc2O[C@@H]1CN(C)Cc1ccccc1,-0.1
CN(C)C(=O)c1ccc(-c2ccc([C@@H]3[C@@H](C#N)N(C(=O)C4CCOCC4)[C@H]3CO)cc2)cc1,-1.9
CC(C)C#Cc1cnc2c(c1)C(=O)N([C@H](C)CO)C[C@@H](C)[C@H](CN(C)C(=O)c1ccccc1)O2,1.7
COc1ccccc1-c1ccc2c(c1)O[C@@H](CN(C)Cc1ccc3c(c1)OCO3)[C@H](C)CN([C@@H](C)CO)S2(=O)=O,-0.8
C[C@H](CO)N1C[C@H](C)[C@@H](CN(C)C(=O)C2CC2)Oc2ncc(-c3ccc(C(=O)N(C)C)cc3)cc2C1=O,-3.6
CCCN1[C@H](C(=O)NCC2CC2)[C@@H](CO)[C@@H]2Cn3c(ccc(-c4ccccc4)c3=O)[C@@H]21,4.9
COc1cccc(NC(=O)N2C[C@H](O)COC[C@@H]3O[C@H](CC(=O)N(C)C)CC[C@H]32)c1,1.8
COc1ccc(S(=O)(=O)Nc2ccc3c(c2)C(=O)N([C@@H](C)CO)C[C@H](C)[C@@H](CN(C)Cc2ccc(Cl)c(Cl)c2)OCCCC[C@H](C)O3)cc1,-2.2
